# Screens (PubChem)
# m-calpain inh: calpain II (pig) inhibition. inhibition, % at 16 µM. purified calpain II, fluorogenic peptide substrate, 30 min. actives 0.37% (n = 220,000);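 active means inhibition above about 50%, limit read from the data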
# BaF3 tox: parental Ba/F3 viability inhibition as JAK2V617F counter-screen. CellTiter-Glo ATP luminescence. inhibition, % at 5.6 µM. actives 1.1% (n = 220,000);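 active means inhibition above a per-campaign cutoff, the mean inhibition of all tested compounds plus 3 SD, cut at about 27% in these data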;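 further: 0% = DMSO wells and 100% = JAK Inhibitor I control wells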
# S1P4 ag: activates the human S1P4 receptor; O95977; S1P4-expressing cell line, agonist reporter assay; activation, % at 4.98 µM; actives 0.35% (n = 220,000); AID 1509; in the data active means activation above about 11%;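 further: 0% = DMSO vehicle and 100% = reference agonist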
# Target sequence (O95977 whole entry, looked up): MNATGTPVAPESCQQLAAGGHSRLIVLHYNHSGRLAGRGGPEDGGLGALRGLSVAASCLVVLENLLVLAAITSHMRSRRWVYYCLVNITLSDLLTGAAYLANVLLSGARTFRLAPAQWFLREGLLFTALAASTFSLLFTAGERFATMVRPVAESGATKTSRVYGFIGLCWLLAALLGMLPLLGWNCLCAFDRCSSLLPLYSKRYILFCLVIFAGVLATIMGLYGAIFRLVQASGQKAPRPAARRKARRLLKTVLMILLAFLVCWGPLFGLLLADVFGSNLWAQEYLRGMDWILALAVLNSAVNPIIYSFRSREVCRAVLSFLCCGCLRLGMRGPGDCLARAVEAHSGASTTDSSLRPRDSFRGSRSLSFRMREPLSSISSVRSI
# Ba/F3 V617F tox: lowers viability of Ba/F3 cells expressing EpoR and JAK2V617F; ATP luminescence; inhibition, % at 5.6 µM; actives 1.1% (n = 220,000); AID 1446;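 active means inhibition above the campaign mean plus 3 SD over all tested compounds, cut at about 24% in these data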;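 further: cytokine-independent growth of Ba/F3 cells driven by EpoR plus mutant JAK2; 0% = DMSO-treated cells and 100% = JAK inhibitor I control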
# EP2 modulator: modulates human prostaglandin E2 receptor EP2 signaling. induction, % at 25 µM. P43116. actives 0.83% (n = 260,000). EP2-expressing cells, cAMP HTRF FRET, PGE2 co-stimulation;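 active means compounds whose cAMP rise, as percent of the full-agonist control response, exceeds 60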;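 further: rat C6 glioma line stably carrying human EP2 under a CMV promoter; the protocol text gives 20 µM as final concentration; 100% = response of wells given 1 µM PGE2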
# PERK inh: human PERK inhibition, primary cell-based screen; actives 0.17% (n = 220,000); Q9NZJ5; inhibition, % at 5.6 µM; CHO PERK-DD fusion, SEAP luminescence translation reporter;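 active means inhibition above the mean inhibition of all tested compounds plus 3 SD, set separately per screening campaign, cut at about 2.9% in these data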;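 further: PERK kinase domain activated by AP20187 dimerizer at 100 nM; 0% = DMSO with dimerizer and 100% = rapamycin at 8.4 µM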
# S1P4 antagonist: blocks the human S1P4 receptor | S1P4-expressing cells, antagonist mode, reporter read-out | inhibition, % at 4.98 µM | actives 0.26% (n = 220,000) | AID 1510; in the data active means inhibition above about 29%;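 further: 0% = wells stimulated with agonist and 100% = vehicle wells without agonist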
# TRPML3 ag: human mucolipin-3 channel agonism; AID 1448; actives 0.29% (n = 220,000); HEK293 TRPML3-YFP, Fluo-8 calcium fluorescence; 100% = the carbachol control signal; activation, % at 3 µM;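 active means activation above its plate's cutoff, the mean activation of the plate's test wells plus 3 SD, cut at about 12% in these data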;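 further: 0% = DMSO only wells and 100% = carbachol wells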
# Target sequence (Q8TDD5 whole entry, looked up): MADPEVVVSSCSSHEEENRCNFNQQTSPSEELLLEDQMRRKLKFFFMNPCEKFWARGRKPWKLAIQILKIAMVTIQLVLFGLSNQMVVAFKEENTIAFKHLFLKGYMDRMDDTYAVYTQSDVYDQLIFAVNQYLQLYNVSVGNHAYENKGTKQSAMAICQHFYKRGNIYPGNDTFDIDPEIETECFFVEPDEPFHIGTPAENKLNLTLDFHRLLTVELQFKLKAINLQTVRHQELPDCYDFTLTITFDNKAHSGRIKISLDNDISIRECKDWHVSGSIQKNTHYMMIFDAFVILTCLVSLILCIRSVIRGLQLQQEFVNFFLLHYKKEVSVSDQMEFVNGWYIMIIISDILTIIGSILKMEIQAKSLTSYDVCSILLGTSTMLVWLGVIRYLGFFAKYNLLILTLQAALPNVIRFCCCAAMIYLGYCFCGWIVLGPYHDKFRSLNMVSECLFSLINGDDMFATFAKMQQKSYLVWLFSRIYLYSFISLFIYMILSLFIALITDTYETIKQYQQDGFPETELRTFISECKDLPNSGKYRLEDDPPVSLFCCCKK
#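 Material: TRPML3-YFP stable HEK293 cells | Dosing: One concentration, 3 µM nominal, 0.3% DMSO | Timing: 125 s total fluorescence read per well | Technique: Fluo-8 calcium dye fluorescence, ex 470-495, em 515-575 nm | Measure: Percent activation from peak-to-basal fluorescence ratio, scaled between DMSO and carbachol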
# zfTRPN1 agonist: activates the zebrafish TRPN1 channel | activation, % at 3 µM | actives 0.18% (n = 220,000) | HEK293 zebrafish TRPN1-YFP, Fluo-8 calcium fluorescence; 100% = response to 87 µM carbachol;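 active means activation above its plate's cutoff, the mean activation of test wells on that plate plus 3 SD, cut at about 19% in these data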;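 further: 0% = DMSO alone and 100% = 87 µM carbachol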
#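 Control set: carbachol 87 µM as high control, DMSO as low control; system: HEK293 stable line with zebrafish TRPN1-YFP; read-out: % activation versus carbachol response; detection: intracellular calcium fluorescence with Fluo-8; doses: single test compound dose, 3 µM nominal, 0.3% DMSO; schedule: dye 1 h 37 °C plus 30 min RT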
# Numbers without * were called inactive; & = joins results of further samples.
Molecule	m-calpain inh	EP2 modulator	Ba/F3 V617F tox	S1P4 antagonist	PERK inh	BaF3 tox	TRPML3 ag	S1P4 ag	zfTRPN1 agonist
COCCCNC(=O)/C(C#N)=C/c1ccc(F)cc1	-11.8	-21.5	-3.6	2.6	0.5	0.6	0.0	-2.8	-0.7
CCN1CCN(C(=O)C2CCN(Cc3nc(-c4cccc(Cl)c4)oc3C)CC2)CC1	-37.9	1.4	-1.2	-7.9	-0.2	6.4	0.9	-1.4	1.1
CCCCCCC(C)n1[nH]c(=O)cc1N (configuration not stated)	-12.5	17.1	-0.2	-2.6	-0.4	-5.0	0.2	0.3	-0.1
O=C1CC(c2ccco2)Cc2nc(Nc3ccc(F)cc3)ncc21 (configuration not stated)	1.1	3.4	-4.0	1.2	-0.3	-1.2	0.0	-1.7	-1.1
Cc1nc(N2CCCCC2)nc(N2CCCCC2)c1C=O	4.1	21.4	-0.5	-0.2	0.8	8.4	0.5	0.4	0.7
CNc1ccc(C(=O)c2ccccc2C(=O)O)cc1[N+](=O)[O-]	3.5	-0.1	-4.4	-11.5	1.4	1.8	0.3	1.7	-1.4
CC(C)c1nc2c(c(=O)c3ccccc3n2C)c(=O)n1CCc1ccccc1	17.9	-6.2	2.7	-3.0	0.2	-5.2	9.3	-0.3	20.9*
Cc1cccc(NC(=O)c2c(F)c(F)c(F)c(F)c2F)c1	18.6	-10.4	5.3	-13.1	-1.1	6.0	-0.1	-0.8	-1.2
C/C(=N\N=C(c1ccccc1)c1ccccc1)c1cccs1	30.8	56.0	-3.5	-10.0	-0.9	2.5	-0.3	0.8	-1.2
Fc1ccccc1Nc1nc(NCc2ccco2)nc(N2CCOCC2)n1	19.8	29.5&22.0	3.9	-11.0	-1.0	8.5	-1.4	-1.9	-2.5
Cc1cc(OCC(=O)N2CCOCC2)c(C(C)C)cc1Cl	-6.2	-3.3	0.8	-15.9	0.0	6.8	-0.3	-0.6	-0.1
CCOc1cc(S(=O)(=O)Nc2ccccc2CC)ccc1Cl	15.1	0.7	-1.5	3.0	0.6	3.6	-0.7	1.3	-1.8
CN(Cc1cc2ccccc2[nH]c1=O)C(=O)COc1ccccc1	-14.8	-4.2	-2.3	8.0	-0.1	-1.7	0.4	1.2	-0.5
CCOC(=O)c1nn(-c2ccc(F)cc2)c(-c2ccccc2)c1C(=O)c1ccccc1	33.1	46.4	-1.4	-5.5	1.4	-0.6	-0.8	1.6	-0.3
CCOc1ccc(Nc2ccnc3cc(Cl)ccc23)cc1	0.7	7.4	-3.0	2.8	-1.9	0.8	-0.4	-0.9	-2.1
OC1COC(OCC2OC(OCc3ccccc3)C(O)C(O)C2O)C(O)C1O (configuration not stated)	18.2	24.7	0.0	10.0	0.5	-5.3	-0.2	-0.6	0.0
Cc1ccccc1OCC(O)Cn1c(=N)n(Cc2ccccc2)c2ccccc21 (configuration not stated)	-4.7	-10.9	47.6*	7.4	-2.2	17.2	0.4	-1.5	-0.7
O=C(O)CCn1cc(/C=N/O)c(-c2cccc([N+](=O)[O-])c2)n1	26.3	3.1	2.9	-8.4	0.6	5.9	0.5	-2.4	-0.1
CC1CC(c2ccccc2)n2nc(NC(=O)c3cccs3)nc2N1 (configuration not stated)	-1.1	5.6	-0.7	-9.5	0.5	3.4	0.3	0.4	1.7
Cc1cnc(NC(=O)CSc2ncc(-c3ccccc3)n2Cc2ccco2)s1	30.8	-12.1	0.7	-13.2	-1.5	1.8	10.3	3.8	17.0
CCCCCCCN(C(=O)CCl)c1cccc(C)c1	35.0	43.5	6.6	-4.3	0.6	10.1	1.0	0.1	1.5
CCc1ccc2nc(NC(=O)CSCc3c(C)noc3C)sc2c1	4.0	-23.6	2.5	-12.1	-1.4	4.0	-0.7	-1.5	-1.8
CC(C)CNC(=O)c1ccccc1SCC(=O)NC12CC3CC(CC(C3)C1)C2	17.3	9.8	-2.3	-10.7	-0.3	2.7	-0.2	5.2	-1.0
COC(=O)c1ccccc1NC(=O)CS(=O)(=O)Cc1nc(-c2ccc(C)cc2)oc1C	8.0	-2.5	-1.7	-9.9	0.5	7.0	-0.3	1.5	-0.6
CN(c1ccccc1)S(=O)(=O)c1cccc(NC(=O)c2cc(=O)c3ccccc3o2)c1	-52.4	-66.1	-0.7	-8.6	0.6	2.3	0.9	-0.9	0.7
CCCn1nnc(NC(=O)c2ccc([N+](=O)[O-])cc2Cl)n1	-16.9	1.8	3.8	10.8	1.9	6.0	0.2	0.1	1.3
CC(Sc1nc(-c2ccccc2)cc(C(F)(F)F)n1)C(=O)NCCN1CCOCC1 (configuration not stated)	5.8	9.9	-0.8	-3.5	0.0	1.5	0.1	-0.3	-1.2
CCOC(=O)c1nn(-c2ccccc2)c2nnc(Cc3ccccc3)c(=O)n12	10.5	26.8	-0.4	-17.2	1.3	4.1	0.7	0.1	-0.1
CN1CCN(C2=Nc3c(Cl)cc(Cl)c4cccc2c34)CC1	-58.5	-45.2	6.7	-13.5	-0.5	9.8	1.0	-0.7	2.9
Nc1cc(=O)[nH]c(SCC(=O)Nc2ccc3c(c2)CCC3)n1	-0.7	-6.6	5.4	-4.6	0.0	12.8	-0.5	0.4	1.6
Cc1cccc2sc(N(CCCN(C)C)C(=O)CN3C(=O)c4ccccc4C3=O)nc12	-7.6	-48.7	6.8	0.2	0.0	10.1	1.7	-1.3	2.1
Nc1ccc(CC2SC(=O)NC2=O)cc1 (configuration not stated)	15.2	-9.8	-3.4	3.1	0.9	-2.9	0.9	0.0	0.0
CCC1CCCCN1CC(=O)c1c(C)[nH]c2ccc(OC)cc12 (configuration not stated)	5.2	-19.3	-2.9	5.9	1.4	-1.5	1.2	0.7	-0.3
COc1ccc(NC(=O)C2C3C=CC(C3)C2C(=O)O)cc1 (configuration not stated)	-14.4	14.1	-2.7	-13.2	0.1	0.5	0.7	1.5	1.2
Cc1cc2oc(=O)cc(C)c2c(=O)o1	3.9	12.0	-2.0	3.8	-0.5	1.3	0.1	1.6	0.6
Cc1cccc(N(C)S(=O)(=O)c2ccc3[nH]cc(C(=O)N4CCOCC4)c(=O)c3c2)c1	-46.0	4.2	-1.2	-27.5	-0.2	-0.3	1.2	-0.1	0.4
Cc1ccc(C2=NOC(=O)/C2=C\c2ccc(C)o2)cc1	9.2	-29.8	-2.0	-6.6	1.1	-0.1	1.1	-1.1	-0.3
O=S(=O)(c1ccc(Cl)c(NC(=S)N/N=C/c2ccc(O)cc2)c1)N1CCOCC1	12.5	-93.6	3.8	-12.3	-0.3	1.9	0.3	0.3	2.7
Cc1ccc(NC(=O)COc2ccccc2[N+](=O)[O-])nc1	16.5	-36.9	-0.2	6.5	1.1	4.4	-1.1	-1.4	-1.7
Cc1ccc(C)c2nc(SCC(=O)NCc3cccs3)c(C#N)cc12	6.4	8.8	-1.8	2.6	1.4	3.7	0.5	1.4	0.9
Cc1ccc(-n2c(=O)c3ccccc3n(CC(=O)NCc3ccco3)c2=O)cc1	-26.6	8.1	3.0	-10.6	0.5	4.6	0.2	-1.8	-1.4
O=C(CCCC(=O)N1CCN(c2ccc([N+](=O)[O-])cc2)CC1)c1ccccc1	26.3	-73.7	-2.6	-17.2	-0.2	-0.4	1.9	-1.6	6.6
COc1ccc(NC(=O)CSc2nnc(CCC(=O)O)c(=O)n2N)cc1	15.6	16.7	1.7	-1.3	0.6	8.1	0.4	0.9	1.2
CCN(CC)c1ccc(/C=N/NC(=O)OC)c(O)c1	-10.5	-29.6	-1.6	14.4	0.8	1.3	-0.4	-0.4	-0.2
Cc1c(C(=O)N(C)C)sc(NC(=O)c2cc([N+](=O)[O-])cc([N+](=O)[O-])c2)c1C#N	9.5	16.6	-1.3	0.8	0.7	3.2	0.6	-1.6	-1.3
CCOC(=O)C1=C(C)NC(SC)=C(C#N)C1CC(C)C (configuration not stated)	29.7	16.0	85.0*	-1.5	-1.3	80.6*	-0.6	0.4	-1.1
O=C(COC(=O)c1c2ccccc2cc2ccccc12)Nc1ncc(C(F)(F)F)cc1Cl	-52.1	-17.6	5.8	3.1	-0.5	6.5	0.7	-4.0	0.5
COc1ccc(/C=N/OC(=O)Nc2ccccc2)cc1[N+](=O)[O-]	24.2	-14.4	-0.5	-19.4	0.9	2.8	0.3	0.2	-0.3
CN(C)S(=O)(=O)c1ccc(C(=O)NCc2nnc(SCC(=O)Nc3ccc(F)cc3)n2-c2ccc(F)cc2)cc1	-5.3	2.9	1.1	-32.5	0.9	2.5	0.6	-0.9	-1.7
COc1ccc(Nc2nc(Cl)nc(NCc3ccco3)n2)cc1	-2.4	11.7	1.9	-4.1	-0.8	0.3	-0.2	0.7	-0.5
CCC(C)c1ccccc1NC(=O)COC(=O)c1ccc2[nH]c3c(c2c1)CCCC3 (configuration not stated)	14.4	23.7	-7.2	0.5	-0.6	-0.1	-0.1	0.0	0.5
O=C(CNCc1ccccc1)Nc1ccc(Oc2ccccc2)cc1	48.9	-53.0	62.4*	-1.7	-0.4	51.8*	-0.3	-0.4	1.7
CN1C(=O)c2ccccc2C(C(=O)NCc2ccco2)C1c1c[nH]c2ccccc12 (configuration not stated)	-21.7	-9.0	-0.6	5.9	-1.4	2.9	1.3	-1.8	0.0
O=C(CCCSc1nc2ccccc2[nH]1)NC1CCCCC1	23.5	-10.5	2.0	-0.1	0.2	5.5	-0.6	-0.4	-0.8
CCNC(=S)NCc1ccc2c(c1)OCO2	-7.0	7.4	-2.2	-11.2	1.1	3.3	-0.2	-0.8	-0.3
Cc1cc(NC(=O)CSc2nc3cc(Cl)ccc3c(=O)n2CC(C)C)no1	-0.7	12.4	1.5	-26.9	0.9	5.4	-0.4	0.7	0.1

# The results go on.
Molecule	m-calpain inh	EP2 modulator	Ba/F3 V617F tox	S1P4 antagonist	PERK inh	BaF3 tox	TRPML3 ag	S1P4 ag	zfTRPN1 agonist
c1coc(-c2ccnc(-c3ccncc3)n2)c1	-0.2	7.6	4.0	-11.3	-0.8	7.8	0.7	1.8	-0.5
CNC(=O)NC(=O)C(C)Oc1ccccc1F (configuration not stated)	46.0	15.4	-2.5	5.5	0.6	0.9	0.6	-1.3	-0.6
Cc1cccc(CS(=O)(=O)Cc2ccc(C(=O)NCc3cccs3)o2)c1	-4.8	-21.2	3.0	-0.2	-0.1	7.6	-0.8	-0.8	0.4
CCNS(=O)(=O)c1ccc(OC)c(C)c1	7.4	3.0	-2.2	3.6	-0.8	1.0	-0.2	0.2	-0.6
COCCCN=C1NN=C(c2cc(C)n(Cc3ccco3)c2C)CS1	5.8	-34.2	79.0*	-15.8	-0.5	-0.3	0.3	1.3	-0.5
CC1(C(=O)NCCN2CCOCC2)C=CCN1C(=O)c1ccccc1 (configuration not stated)	-3.5	22.7	-1.8	10.2	0.3	7.7	-0.2	0.4	0.9
CCOC(=O)C1=C(N)Oc2ccc3ccccc3c2C1c1cccnc1 (configuration not stated)	-9.9	45.0	-4.8	-2.6	-0.9	0.0	-1.1	1.1	-2.1
